Compound activity as filed in PubChem BioAssay.
FN deposit inh: inhibitors of fibronectin matrix deposition, primary screen, AH1F cells, Alexa488-fibronectin fluorescence, plate reader | AH1F fibroblasts, overnight | inhibition, % at 12.6 µM | hit rate 0.086% among 350,000;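 active = mean inhibition across replicates of 30% or more, regardless of how many single replicates reach that level; inconclusive = mean under 30% yet at least half of replicates reach 30%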;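 also: positive control wells lacked labelled fibronectin entirely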
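Schedule: 1 h cell adhesion before compound, then overnight fibronectin incubation; test system: AH1F fibroblast monolayer depositing Alexa488-labelled fibronectin into matrix; quantity: 10000 AH1F cells per well; probe or stimulus: fluorescent fibronectin at 24 nM final; signal: fluorescence, ex 485 nm, em 525 nm; evaluation: percent inhibition as loss of matrix-bound fibronectin fluorescence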
miR122 inh: miR-122 Renilla sensor signal increase in Huh7, primary screen, miR-122 inhibitor project, cell-based, single point, plate reader; hit rate 0.3% among 340,000; Huh7 miR-122 Renilla luciferase sensor, 48 h; neutral wells = 0, positive control = 100; AID 602342, 2012; activation (reporter increase), % at 12.5 µM;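 active = mean replicate activation score at least 90 and every replicate individually at or above 90; inconclusive = only one of the two criteria met; inactive = neither criterion met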;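 also: higher luciferase means less miR-122 activity so hits act as miR-122 inhibitors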
PAX8 reporter: inhibitors of PAX8-driven TPO luciferase reporter, primary screen, RMG-I cells, single concentration | SteadyGlo, 24 h | inhibition, % at 12.6 µM | hit rate 1.2% among 360,000;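 active = mean replicate inhibition at least 60% with every replicate also reaching 60%; inconclusive = only one of the two criteria is met; inactive = mean below 60% and not all replicates reaching 60%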;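 also: luciferase light reporting Pax8 driven TPO promoter activity; plate controls were median of neutral control wells for no effect and mitoxantrone controls for full effect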
EWS-Fli inh: EWS/Fli-driven NR0B1 reporter inhibitors, primary screen, A673 cells, NR0B1 luciferase, luminescence, MLPCN library | viability-normalised | inhibition, % at 12.6 µM | hit rate 0.67% among 350,000 | AID 651661, 2012;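 active = mean inhibition of at least 50% after viability correction, with every replicate also passing that limit; inconclusive = mean reaches 50% but only one of two replicates passes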;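 also: firefly luciferase signal divided by Alamar Blue viability fluorescence both relative to DMSO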
CFTR F508del cor: F508del CFTR correction, initial screen, CFBE line, single point | activity (quench increase), % at 7.58 µM | hit rate 0.36% among 350,000 | CFBE cells, YFP halide quenching; stimulated with forskolin plus potentiator P3; % fluorescence drop versus neutral controls;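 active = mean added fluorescence quench of at least 8% versus neutral control, with both replicates also reaching 8%; inconclusive = only one of the mean or replicate conditions met; inactive = mean below 8% and not both replicates reaching 8%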;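 also: cells transiently co-express mutant CFTR-F508del with the halide-sensitive YFP; corrector assay measuring rescue of mutant channel to the surface after 24 h compound exposure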
DENV2 CPE rescue: inhibitors of DENV2 cytopathic effect, primary screen, cell-based, plate reader, single concentration | DENV2-infected cells, cytopathic effect rescue | CPE inhibition, % at 9.99 µM | hit rate 1.7% among 350,000 | AID 651640, 2012; in the data active = CPE inhibition above about 20%, passing the limit was not always enough; inconclusive = no clear call, values can overlap the other calls; tested in BHK-21 cells;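 also: 0% = median of neutral control wells and 100% = median of positive control wells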
GSIS activator: GLuc luminescence reporter in INS-1E cells, primary screen for activators of glucose-dependent secretion of insulin | INS-1E GLuc reporter insulin secretion, 2-3 h | activation, % at 16.6 µM | hit rate 0.61% among 370,000;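 active = lowest replicate activation of at least 40%, so every replicate reaches that level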;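 also: 0% = median of neutral control wells and 100% = median of IBMX positive control wells; some compounds called inactive have numbers as strong as hits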
* hit, by the source's call; ? = inconclusive; · = no result given; [ ] = another dose, or the depositor's remark.

SMILES	FN deposit inh	miR122 inh	PAX8 reporter	EWS-Fli inh	CFTR F508del cor	DENV2 CPE rescue	GSIS activator
CCSc1nnc(NC(=O)CSc2c(Cl)cccc2Cl)s1	-8	-3	-9	·	·	·	·
CO[C@@H]1CN(C)C(=O)c2ccc(NC(=O)c3cc(C)on3)cc2OC[C@H](C)N(C(=O)C2CC2)C[C@H]1C	2	-1[16.7 µM]	-13	-9	-1.4	32*	3
COc1ccc(CC(=O)NNS(=O)(=O)c2cccc([N+](=O)[O-])c2)cc1OC	-4	0	-7	0	-1.9	5	-4
Cc1ccc(S(=O)(=O)N/N=C(\c2ccccc2)C2CC2)cc1	·	-7	5	2	-1.9	-3	-1
COc1cccc(OC)c1Oc1ccc(C(F)(F)F)cn1	·	-3	·	-1	-0.2	16	2
O=C(c1ccncc1)N1C[C@H]2[C@@H](c3ccccc31)[C@@H](CO)N2C(=O)Nc1ccc(F)cc1	·	21[16.7 µM]	-1	11	-1.7	?	-3
COc1ccccc1CN1C(=O)c2ccccc2[C@](Cc2ccccc2I)(C(=O)NCc2ccccc2)[C@@H]1c1ccc(CO)cc1	·	·	17	4	0.5	·	·
O=C(Cc1ccc(Cl)cc1)NCCCn1ccnc1	-3	0	·	·	·	·	16
CCO[C@H]1OC(C(=O)N2CCCCCCC2)=C[C@@H](c2ccccc2)[C@@H]1CCCO	3	·	-16	-3	3.3	-16	-5
O=C(CC1Sc2ccccc2NC1=O)NNc1ccc(Cl)cc1Cl (configuration not stated)	0	0	22	-10	2.1	10	·
CN1CCC[C@H]1CCNC(=O)c1c(-c2ccsc2)sc2ccccc12	3	12	-6	-6	-0.1	-2	19
Cc1noc(C)c1S(=O)(=O)Nc1ccc2c(c1)CC(=O)N([C@H](C)CO)C[C@H](C)[C@H](CN(C)Cc1ccc(C(=O)O)cc1)O2	·	10[16.7 µM]	-32	-1	2.1	8	12
COc1ccc(NC(=O)Nc2ccc3c(c2)[C@@H]2C[C@@H](CC(=O)N4CCOCC4)O[C@@H](CO)[C@@H]2O3)cc1	-28	0[16.7 µM]	3	4	-0.3	10	0
COc1ccc(OC)c(-n2c(SCC(N)=O)nnc2-c2c[nH]c3ccccc23)c1	5	-3	15	3	4.8	16	3
C=CCN1[C@H](C)[C@H](c2ccccc2)Oc2cc(Br)ccc2S1(=O)=O	6	·	3	5	-4.1	-7	-1
CC(C)CN(C(=O)CN(C)C(=O)Cc1ccccc1Cl)c1c(N)n(CC(C)C)c(=O)[nH]c1=O	0	2	4	-5	-0.6	-4	-13
COc1ccc(NC(=O)C/C(C)=N/NC(=O)CCc2ccccc2)c(OC)c1	1	·	6	1	-0.7	-2	-24
CC1Cn2c(nc3sc4c(c3c2=O)CC(C)(C)OC4)N1CCO (configuration not stated)	-8	-5	1	6	-2.2	-1	-1
CN(c1cccc(NC(=O)CSc2ccc(Cl)cc2)c1)S(C)(=O)=O	-2	-2	·	·	·	·	-17
CCOC(=O)c1c(C)c(C(=O)NCCCN2CCCC2=O)c(C)n1CC	·	-1	·	5	-3.7	1	3
CCCN1C(=O)C2(SC(NC(C)=O)=NN2C(C)=O)c2cc(C)cc(C)c21 (configuration not stated)	-5	10	17	-7	0.3	?	9
O=C(C[C@H]1CC[C@H]2[C@@H](COC[C@@H](O)CN2C(=O)Nc2ccc(F)cc2)O1)NC1Cc2ccccc2C1	3	1[16.7 µM]	5	-10	-1.5	-3	-7
C[C@@H]1CN([C@H](C)CO)C(=O)c2cc(C#C[C@@H](C)O)cnc2O[C@H]1CN(C)CC1CCCC1	4	12[16.7 µM]	·	-11	2.8	3	0
COc1ccccc1NC(=O)NC1(C)CCS(=O)(=O)C1 (configuration not stated)	4	-2	23	1	-1.0	3	0
Cc1noc(C)c1NC(=O)Nc1ccc2c(c1)C(=O)N([C@H](C)CO)C[C@@H](C)[C@@H](CN(C)CC1CCCCC1)OCCCC[C@H](C)O2	·	-4[16.7 µM]	·	5	-1.1	?	10
COc1ccc(N2CCN(S(=O)(=O)CCNC(=O)c3ccco3)CC2)cc1	-9	·	-13	11	1.8	8	2
N#C[C@H]1[C@@H](c2ccccc2C2=CCCC2)[C@H](CO)N1C(=O)NC1CCCCC1	-1	·	·	-6	-2.8	0	-12
O=C(Nc1cccc(Cl)c1)N1C[C@@H]2[C@H](c3ccccc31)[C@H](CO)N2Cc1ccncc1	·	19[16.7 µM]	16	-3	-6.8	-4	-13
CN(NC(=O)C(=O)NCc1ccco1)C(=O)Nc1ccc(Cl)cc1	-7	·	-39	-81	-2.9	-12	-10
O=C(Nc1ccc2c(c1)[C@@H]1C[C@H](CC(=O)N3CCOCC3)O[C@@H](CO)[C@@H]1O2)c1cccnc1	-6	-4[16.7 µM]	3	6	0.3	13	2
Cc1cccc(-n2c(CCn3nc(C)c([N+](=O)[O-])c3C)n[nH]c2=S)c1	·	2	·	-7	-3.8	4	11
COc1ccc(CN2CCNC(=O)C2CC(=O)NC2CCC2)c(OC)c1 (configuration not stated)	·	2	11	4	-3.7	2	20
CC(=O)Nc1ccc(S(=O)(=O)c2ccc([N+](=O)[O-])cc2)cc1	-4	·	24	12	2.1	5	-15
OC[C@@H]1[C@H](c2ccc(C#Cc3ccccc3F)cc2)[C@H]2CN(CC3CCOCC3)CCCCN12	-11	1[16.7 µM]	-1	-7	-1.5	-26	-7
O=C(CCNS(=O)(=O)c1ccc(Cl)cc1)Nc1ccncc1	-3	15	-4	·	1.3	5	41
O=C(NCc1cccc(C(F)(F)F)c1)C1CCCN(c2cnccn2)C1 (configuration not stated)	-1	5	1	6	-1.0	-7	6
O=S1(=O)[C@H]2C[C@@H]3C=C[C@@]2(CN1Cc1ccc(Cl)cc1)O3	-4	·	-8	-4	2.0	?	-13
C[C@H](CO)N1C[C@H](C)[C@H](CN(C)Cc2ccc(C(F)(F)F)cc2)Oc2c(cccc2N(C)C)C1=O	-13	3[16.7 µM]	-9	-1	1.4	3	-2
CO[C@H]1CN(C)C(=O)c2ccc(NC(=O)c3ccc(F)cc3)cc2OC[C@@H](C)N(C(C)=O)C[C@H]1C	4	·	-10	-14	2.9	-4	23
Cn1cnc(S(=O)(=O)N2C[C@H](O)COC[C@H]3O[C@H](CC(=O)NC4CCC4)CC[C@@H]32)c1	-3	9[16.7 µM]	·	·	6.2	2	3
O=C(CCCOc1ccc(Cl)cc1Cl)NN1CCOCC1	6	·	-1	·	·	·	4
CCC(=O)N(C)C[C@H]1Oc2cc(C3=CCCC3)ccc2S(=O)(=O)N([C@H](C)CO)C[C@@H]1C	·	-2[16.7 µM]	·	7	-0.7	5	3
O=C(Nc1ccccc1F)N1CCCCN2[C@H](CO)[C@H](c3ccc(C#Cc4cccnc4)cc3)[C@@H]2C1	·	-1[16.7 µM]	2	12	3.1	-12	-12
C[C@@H]1CN([C@@H](C)CO)C(=O)CCCn2cc(nn2)CO[C@@H]1CN(C)S(=O)(=O)c1ccccc1	-2	-2[16.7 µM]	·	-1	6.3	-2	-1
CCCCn1c(N)c(N(CCOC)C(=O)CCNC(=O)c2ccc(Br)cc2)c(=O)[nH]c1=O	1	·	8	1	0.1	-3	19
O=C(OCc1nc2scc(-c3ccccc3)c2c(=O)[nH]1)c1cccc([N+](=O)[O-])c1	4	4	3	·	·	·	-15
S=C1NCN(Cc2ccco2)CN1c1ccccc1	2	·	-5	-1	0.4	2	6
O=C(NCC[C@@H]1CC[C@H](NC(=O)C2CCCCC2)[C@H](CO)O1)c1cnccn1	-6	·	-1	2	-3.8	6	-10
CCCN(CC(=O)Nc1ccccc1OC)C(=O)c1cnc(Cl)c(Cl)c1	2	·	18	15	2.0	-2	-8
COc1ccc(C(=O)NC2CCN(C(=S)Nc3ccc(C)cc3)CC2)cc1	0	·	6	4	1.8	-2	-7
COc1ccc(NC(=O)Nc2ccc3c(c2)CC(=O)N([C@H](C)CO)C[C@@H](C)[C@H](CN(C)S(=O)(=O)c2c(C)noc2C)O3)cc1	·	0[16.7 µM]	1	-4	1.7	-8	-10
C[C@@H]1CN([C@@H](C)CO)C(=O)Cc2cc(NC(=O)Nc3ccc4c(c3)OCO4)ccc2O[C@@H]1CN(C)CC1CCCCC1	·	-7[16.7 µM]	26	-9	1.1	3	-12
COc1cc(OC)cc(-c2cc3nc(C)c(CCC(=O)O)c(C)n3n2)c1	0	1	56	77*	-2.2	-2	·
C[C@H](CO)N1C[C@H](C)[C@@H](CN(C)CC2CC2)OCCCC[C@H](C)Oc2ccc(NC(=O)Nc3ccc(F)cc3)cc2C1=O	3	0[16.7 µM]	-2	3	1.7	1	22
COc1cc(NC(=O)c2cccc3c(-c4cnn(C)c4)coc23)cc(OC)c1OC	-3	-4	-4	-5	-4.3	-5	-12
CCCNC(=O)N1[C@@H]2CN(C(=O)c3ccccc3)c3ccccc3[C@@H]2[C@@H]1CO	·	-36[16.7 µM]	6	3	2.1	·	-4
Cc1ccc(S(=O)(=O)N(C)C[C@@H]2Oc3cc(Br)ccc3S(=O)(=O)N([C@@H](C)CO)C[C@@H]2C)cc1	·	5[16.7 µM]	15	-8	4.0	-5	-10
O=C(NCC[C@H]1CC[C@H](NS(=O)(=O)c2ccc(F)cc2)[C@@H](CO)O1)Nc1ccc(F)cc1	-6	·	9	-14	-0.3	0	-4
CN(CCCN1CCCCC1)C(=O)CCc1nnc(C2CCCCC2)o1	22	-3	5	-7	2.0	8	-18
COc1ccc(-n2c(Cc3cccn3C)nnc2SCC(=O)Nc2ccccc2F)cc1	6	·	4	8	-3.9	3	1
CN(C)CC(=O)N[C@H]1C[C@@H]2O[C@H](CO)CC[C@@H]2O[C@@H]1CCc1ccc(-c2ccc(F)cc2)cc1	·	·	15	-11	-3.4	-7	·
CCOc1ccccc1CNC(=O)c1cc2occc2n1C	0	-7	-14	-15	-3.3	-6	·

Part of the list above, comma-delimited.
SMILES,FN deposit inh,miR122 inh,PAX8 reporter,EWS-Fli inh,CFTR F508del cor,DENV2 CPE rescue,GSIS activator
COc1ccc(NC(=O)Nc2ccc3c(c2)CC(=O)N([C@H](C)CO)C[C@@H](C)[C@H](CN(C)S(=O)(=O)c2c(C)noc2C)O3)cc1,·,0[16.7 µM],1,-4,1.7,-8,-10
C[C@@H]1CN([C@@H](C)CO)C(=O)Cc2cc(NC(=O)Nc3ccc4c(c3)OCO4)ccc2O[C@@H]1CN(C)CC1CCCCC1,·,-7[16.7 µM],26,-9,1.1,3,-12
COc1cc(OC)cc(-c2cc3nc(C)c(CCC(=O)O)c(C)n3n2)c1,0,1,56,77*,-2.2,-2,·
C[C@H](CO)N1C[C@H](C)[C@@H](CN(C)CC2CC2)OCCCC[C@H](C)Oc2ccc(NC(=O)Nc3ccc(F)cc3)cc2C1=O,3,0[16.7 µM],-2,3,1.7,1,22
COc1cc(NC(=O)c2cccc3c(-c4cnn(C)c4)coc23)cc(OC)c1OC,-3,-4,-4,-5,-4.3,-5,-12
CCCNC(=O)N1[C@@H]2CN(C(=O)c3ccccc3)c3ccccc3[C@@H]2[C@@H]1CO,·,-36[16.7 µM],6,3,2.1,·,-4
Cc1ccc(S(=O)(=O)N(C)C[C@@H]2Oc3cc(Br)ccc3S(=O)(=O)N([C@@H](C)CO)C[C@@H]2C)cc1,·,5[16.7 µM],15,-8,4.0,-5,-10
